TDP1 block – inhibitors of human tyrosyl-DNA phosphodiesterase TDP1 | Potency, µM (series often up to 130 µM), for inactives: at the highest dose activity change, negative = inhibition, actives largely listed as inhibitors | AID 485290 | Q9NUW8 | 0.28% of 350,000 active | recombinant TDP1, AlphaScreen DNA substrate cleavage; note: nearly all actives have a fitted effect of over 40% in size
Target sequence (Q9NUW8 whole entry, looked up): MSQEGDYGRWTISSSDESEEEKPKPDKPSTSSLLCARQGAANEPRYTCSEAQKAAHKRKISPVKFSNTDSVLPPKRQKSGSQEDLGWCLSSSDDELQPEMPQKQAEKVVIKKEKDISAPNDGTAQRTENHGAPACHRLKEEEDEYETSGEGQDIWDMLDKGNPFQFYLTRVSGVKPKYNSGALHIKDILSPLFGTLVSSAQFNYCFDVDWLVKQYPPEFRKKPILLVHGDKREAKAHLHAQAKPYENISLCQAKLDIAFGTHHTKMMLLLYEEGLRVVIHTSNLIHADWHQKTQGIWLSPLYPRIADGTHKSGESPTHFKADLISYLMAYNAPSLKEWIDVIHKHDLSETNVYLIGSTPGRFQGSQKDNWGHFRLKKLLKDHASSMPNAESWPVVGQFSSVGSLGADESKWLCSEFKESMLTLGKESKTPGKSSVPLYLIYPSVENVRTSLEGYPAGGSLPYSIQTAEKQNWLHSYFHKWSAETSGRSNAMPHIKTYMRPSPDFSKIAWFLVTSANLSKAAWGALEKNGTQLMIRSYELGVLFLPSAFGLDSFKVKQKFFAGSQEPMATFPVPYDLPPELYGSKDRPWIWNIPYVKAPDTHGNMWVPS
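Compounds were preincubated with Tdp1 (1 nM final) for 15 min at room temperature before substrate (15 nM final) started a 5 min reaction; beads (10 ug/ml final) were then added for 10 min before AlphaScreen detection.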
FEN1 inh – human FEN1 inhibition; 0.35% of 390,000 active; P39748; Potency, µM (highest dose often 114 µM), without a hit: at the top dose activity change, negative = inhibition, usual class: inhibitors; Recombinant FEN1 flap cleavage, fluorescence, 15 min; note: nearly all actives have a fitted effect of over 65% in size
Target sequence (P39748 whole entry, looked up): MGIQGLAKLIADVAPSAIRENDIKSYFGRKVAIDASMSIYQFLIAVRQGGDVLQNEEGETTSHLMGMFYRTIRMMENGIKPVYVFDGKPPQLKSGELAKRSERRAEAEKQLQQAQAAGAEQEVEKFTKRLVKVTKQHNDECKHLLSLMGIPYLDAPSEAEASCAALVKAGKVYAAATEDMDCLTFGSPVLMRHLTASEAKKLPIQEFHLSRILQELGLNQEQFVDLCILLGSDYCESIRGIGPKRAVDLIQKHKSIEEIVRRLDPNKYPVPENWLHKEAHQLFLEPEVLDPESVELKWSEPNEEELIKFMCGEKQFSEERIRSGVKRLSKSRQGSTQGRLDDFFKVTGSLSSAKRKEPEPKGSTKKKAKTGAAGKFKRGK
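Concentration–response screening of FEN1 (10 nM): 15 min compound preincubation at room temperature, reaction started with 50 nM substrate and read at 0 and 15 min. Corrected, normalized data were fitted by a four-parameter Hill equation.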
N370S GC mod – N370S glucocerebrosidase modulation, Gaucher chaperone candidate | N370S GC spleen homogenate, 4MU-glucoside fluorescence | Potency, µM (series often up to 59.4 µM), inactives show top-dose activity change, negative = inhibition, most hits filed as inhibitors | 0.092% of 330,000 active | AID 2101;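 note: 0% = full enzyme activity and -100% = no enzyme basal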
An asterisk follows results filed as active; ? = inconclusive; nt = no result given; & = joins results of further samples; [ ] = remark or other dose. Calls come from the whole dose curve; as a rule, active = well fitted curve in the direction sought with a large enough effect; inconclusive = small, poorly fitted or top-dose-only effect, or another doubt; inactive = no such curve, though single readings can be large; an effect the other way counts as inactive or inconclusive. Unless noted, % is set by controls: 0 for no effect and ±100 for the full control effect; potency is the fitted concentration of half-maximal effect.

SMILES | TDP1 block | FEN1 inh | N370S GC mod
O=C(NCC1(N2CCCCC2)CCCCC1)c1cccc(S(=O)(=O)Nc2ccc(F)cc2)c1 | 1% | -1% | nt
Fc1ccccc1COc1ccc(/C=N/NC(=S)NCc2ccccc2)cc1 | 5% | 8% | 0%
COc1ccc(CCNC(=O)C2CCN(S(=O)(=O)c3ccc(C)cc3)CC2)cc1 | nt | -3% | 3%
CCOC(=O)C1=C(C)Nc2ncnn2C1c1cc(Br)ccc1F (stereo not drawn) | 4% | 2% | -1%
COc1cccc(N2CCN(c3ncnc4c3nc3n4CCCCC3)CC2)c1 | 6% | -2% | nt
Cc1cc(NS(=O)(=O)c2ccc(NC(=O)C(C(C)C)N3C(=O)c4ccccc4C3=O)cc2)nc(C)n1 (stereo not drawn) | -3% | 1% | -6%
CC(C)NC(=O)Cc1ccc(Br)cc1 | -3% | 5% | -3%
COc1ccc(OCc2nn[nH]n2)cc1 | nt | -4% | -2%
O=C(c1ccccc1)N1CCC(c2nc3c(nnn3Cc3ccco3)c(=O)[nH]2)CC1 | 5% | 15% | 3%
CC(C)NC(=O)c1ccccc1NC(=O)C1COc2ccccc2O1 (stereo not drawn) | 2%[56.1 µM] | -5% | 3%
CCCC(c1nnnn1C1CCCC1)N1CCN(c2ccccc2F)CC1 (stereo not drawn) | -2% | 8% | 2%
O=C(NCc1ccc2c(c1)OCO2)C1CCN(S(=O)(=O)N2CCOCC2)CC1 | 5% | 7% | 17%
CN(C)C(=O)c1nc2ccc(Cl)cn2c1CNCc1ccccc1OC(F)(F)F | nt | -1% | -24%
C[C@H](CO)N1C[C@H](C)[C@@H](CN(C)C(=O)Nc2ccc(C(F)(F)F)cc2)Oc2c(NC(=O)Nc3ccc(C(F)(F)F)cc3)cccc2C1=O | 1% | ? | nt
Cn1cnc2cc(NC(=O)c3ccc(Cl)cc3)ccc21 | -3% | 7% | 1%
CCOc1ccc(Nc2nc(NCC3CCCO3)c3ccccc3n2)cc1 (stereo not drawn) | 7% | -29% | ?
COCCN1Cc2cc3cc(C)ccc3nc2SC1=Nc1cccc(OC)c1 | 7% | ? | 9%
CCOCCCNC(=O)c1ccc2c(c1)ncn2-c1cccc(C)c1 | nt | -7% | -7%
CC(C#N)Sc1nnc(-c2ccccc2F)n1C1CC1 (stereo not drawn) | 4% | 4% | -7%
Cc1ccccc1CNCCCSc1ncccn1 | 3% | 9% | -1%
Cc1ccc(CNC(=O)NC2CCCCC2)cc1 | 4% | -2% | 6%
CCn1c(CN2CCN(c3ccc(OC)cc3)CC2)nc2cc(S(=O)(=O)N(C)C)ccc21 | 7% | 2% | -4%
N=C1C(c2ccc(Br)cc2)=C(O)C2CCc3ccccc3N12 (stereo not drawn) | 4% | -22% | 7%
O=C(NCc1ccccc1C(F)(F)F)c1cccc2c1C(=O)c1ccc(N3CCOCC3)cc1S2(=O)=O | -1% | -14% | nt
CC(NC(=O)Cc1ccc(NS(=O)(=O)c2cccc(C(F)(F)F)c2)cc1)c1ccccn1 (stereo not drawn) | 11% | -4% | -2%

Carrying on.
SMILES | TDP1 block | FEN1 inh | N370S GC mod
O=C(NCc1ccccc1)Nc1cccn(Cc2ccccc2)c1=O | 5% | -5% | 11%
CCOC(=O)C1=C(C)NC(c2cccs2)C(=O)N1 (stereo not drawn) | 5% | 6% | 2%
Cc1cc(NC(=O)CSc2ncc(C(F)(F)F)cc2Cl)no1 | -21% | -10% | nt
C/C(CC(=O)Nc1ccc(N(C)C)cc1)=N\NC(=O)c1ccc(C(C)(C)C)cc1 | nt | -1% | -7%
OCCNCc1cc(Br)ccc1OCc1ccccc1 | 3% | -2% | -14%
CCCCn1c(N)c(N(CCOC)C(=O)C2CC(=O)N(Cc3ccco3)C2)c(=O)[nH]c1=O (stereo not drawn) | 1% | 1% | nt
CCOC(=O)C1=C2c3ccc4ccccc4c3CC(C)(C)N2C(=O)C1=O | -5% | 11% | -9%
CC(=O)Nc1nc(C)nc(-c2ccccc2OC(C)=O)n1 | 0% | -11% | 5%
COc1ccccc1C(=O)NNC(=O)c1ccc(NC(=O)CC(C)C)cc1 | nt | -4% | 17%
CC(C)CC(=O)Nc1c2c(nn1-c1cccc(Cl)c1)CS(=O)C2 (stereo not drawn) | nt | 8% | -5%
CCn1c(=NC(=O)CCS(=O)(=O)c2ccccc2)sc2cccc(OC)c21 | 1% | -6% | 2%
C=CCN1C(=O)CSC1=Nc1ccc(NC(C)=O)cc1 | 2% | -14% | -5%
Cc1ccc(C(=O)CCC(=O)Nc2cccc(C)c2)cc1 | nt | -2% | -5%
CCOC(=O)N1CCN(C2CCCN(C(=O)c3cccc(N(C)C)c3)C2)CC1 (stereo not drawn) | 4% | 0% | 3%
Cc1ccc(-n2cc(CNCCCn3cccn3)c(-c3cccc(C)c3)n2)cc1 | nt | -8% | -10%
C[C@]1(C(=O)NCCN2CCOCC2)C=C[C@@H](Cc2ccccc2)N1C(=O)c1ccccc1 | 1%&-2% | -8% | ?
O=C(O)c1ccc(NC2=C(n3nnc4ccccc43)C(=O)c3ccccc3C2=O)cc1 | 7% | 12% | -8%
COc1ccc(N2CCN(C(=O)C(=O)c3c(C)n(C)c4ccccc34)CC2)cc1 | 5% | -12% | -3%
c1ccc(-c2noc(-c3ccco3)n2)nc1 | 4% | -2% | -1%
Cc1c(C(=O)N2CCC[C@H]2CO)oc2c(F)cccc12 | nt | 14% | -13%
COc1ccc(CCNC(=O)Cc2c(C)c3c(cc(C)c4c(C)c(C)oc43)oc2=O)cc1 | 0% | -1% | nt
CSc1nc(-c2ccccc2)nc(NC(C)=O)c1C(C)=O | 2% | 8% | 0%
Cn1cc(S(=O)(=O)N2CCN(c3ccccc3)CC2)c(=O)n(C)c1=O | 5% | 3% | 0%
CCOC(=O)C1=NN(c2ccccc2)C2C(=O)N(c3ccccc3OC)C(=O)C12 (stereo not drawn) | -5% | 0% | -6%
O=C(NCCCn1ccnc1)c1cccnc1 | 3%[56.1 µM] | 12% | -10%

As a working copy, 4 of the compounds above.
SMILES | TDP1 block | FEN1 inh | N370S GC mod
CSc1nc(-c2ccccc2)nc(NC(C)=O)c1C(C)=O | 2% | 8% | 0%
Cn1cc(S(=O)(=O)N2CCN(c3ccccc3)CC2)c(=O)n(C)c1=O | 5% | 3% | 0%
CCOC(=O)C1=NN(c2ccccc2)C2C(=O)N(c3ccccc3OC)C(=O)C12 (stereo not drawn) | -5% | 0% | -6%
O=C(NCCCn1ccnc1)c1cccnc1 | 3%[56.1 µM] | 12% | -10%

Gathered by group, those above containing an aryl methoxy group
SMILES | TDP1 block | FEN1 inh | N370S GC mod
COc1ccc(CCNC(=O)C2CCN(S(=O)(=O)c3ccc(C)cc3)CC2)cc1 | nt | -3% | 3%
COc1cccc(N2CCN(c3ncnc4c3nc3n4CCCCC3)CC2)c1 | 6% | -2% | nt
COc1ccc(OCc2nn[nH]n2)cc1 | nt | -4% | -2%
COCCN1Cc2cc3cc(C)ccc3nc2SC1=Nc1cccc(OC)c1 | 7% | ? | 9%
CCn1c(CN2CCN(c3ccc(OC)cc3)CC2)nc2cc(S(=O)(=O)N(C)C)ccc21 | 7% | 2% | -4%
COc1ccccc1C(=O)NNC(=O)c1ccc(NC(=O)CC(C)C)cc1 | nt | -4% | 17%
CCn1c(=NC(=O)CCS(=O)(=O)c2ccccc2)sc2cccc(OC)c21 | 1% | -6% | 2%
COc1ccc(N2CCN(C(=O)C(=O)c3c(C)n(C)c4ccccc34)CC2)cc1 | 5% | -12% | -3%
COc1ccc(CCNC(=O)Cc2c(C)c3c(cc(C)c4c(C)c(C)oc43)oc2=O)cc1 | 0% | -1% | nt
CCOC(=O)C1=NN(c2ccccc2)C2C(=O)N(c3ccccc3OC)C(=O)C12 (stereo not drawn) | -5% | 0% | -6%

The listing continues:
SMILES | TDP1 block | FEN1 inh | N370S GC mod
COc1ccc(OC)c(CCNC(=O)CCCc2nnc3n(C)c(=O)c4sccc4n23)c1 | 0%&9% | -17%&-9% | 1%
CS(=O)(=O)C1=NSC2=NC(=O)/C(=C\c3ccc(OC(=O)c4ccco4)c(Br)c3)C(=N)N21 | 5% | ? | ?
O=C(CSc1nccc(=O)[nH]1)NC1CCCC1 | nt | -5% | -11%
Cc1nnc(NCc2ccncc2)c2ccccc12 | -4% | 9% | 12%
CC(=O)c1c(N2CCN(CCO)CC2)nc(=S)n(-c2ccccc2)c1C | -3% | 3% | 13%
O=C(NCC(c1cccs1)N1CCOCC1)c1cc([N+](=O)[O-])cc([N+](=O)[O-])c1 (stereo not drawn) | 3% | -1% | 4%
CCC(C)[C@H]1CN=C(N)N1CCCc1cc(OC)c(OC)c(OC)c1 (stereo partly drawn) | 5% | -1% | 0%
COc1ccc(CCN=C(N)C(C)c2ccccc2)cc1OC (stereo not drawn) | 3% | 2% | 10%
CC(C)Nc1nc(-c2ccccc2)nnc1-c1ccccc1 | 0% | 15% | -5%
Cc1ccc(C(=O)OCCc2sc[n+](Cc3ccccc3)c2C)cc1 | 3% | -10% | 0%
COc1ccc(COC(=O)CN2C(=O)NC3(CC(C)CC(C)(C)C3)C2=O)cc1F (stereo not drawn) | -4% | 11% | nt
O=C1/C(=C/c2ccc(O)cc2)SC(=S)N1Cc1cccnc1 | 2% | -11% | 12%
COc1ccc(-n2c(SCC(=O)NCc3cccs3)nnc2-c2ccoc2C)cc1 | 7% | 5% | -15%
CCOC(=O)N1CCN(C(=O)CCn2c(=S)[nH]c3cc(OCC)c(OCC)cc3c2=O)CC1 | 2% | nt | 1%
CC(=O)N1CCN(CC(c2ccccc2)c2ccccc2)CC1 | nt | 20% | -6%
Cn1c(NC(=O)C(C)(C)Oc2ccc(Cl)cc2)cc(=O)n(C)c1=O | 4% | -15% | -7%
C=CCNC(=S)NNC(=O)c1cccc2ccccc12 | 6% | 10% | 7%
CC(C)Oc1ccc(C(=O)Nc2ccc(NC(=O)c3ccco3)c(Cl)c2)cc1 | 0% | -1% | -2%
O=C(CSC(=S)N1CCOCC1)N1N=CCC1c1ccccc1 (stereo not drawn) | -1% | 12% | 4%
CCN(C(=O)c1cn(-c2ccc(OC)cc2)c(=O)c2ccccc12)c1cccc(Cl)c1 | 0% | -3% | nt
Cc1ccccc1-n1c(SCC(=O)Nc2ccccc2Cl)nc2n[nH]c(C)c2c1=N | 7% | -4% | 3%
CCOC(=O)/C(C#N)=C/c1cccc([N+](=O)[O-])c1 | 6% | -8% | -5%
CCOC(=O)CNS(=O)(=O)c1ccc2c3c(cccc13)C(=O)N2CC | -3% | -1% | -14%
CC(C)CCNc1ncnc2c1nnn2Cc1ccccc1Cl | 4% | 7% | 7%
C=C(C)COc1ccc(-c2nc(N)ncc2Oc2ccccc2OC)c(O)c1 | 6% | -18% | -4%[2.35 µM]

The list goes on:
SMILES | TDP1 block | FEN1 inh | N370S GC mod
COc1ccc(-n2c(=O)c(CCC(=O)N3CCN(c4ccccc4O)CC3)nc3ccccc32)cc1 | nt | 0% | -12%
COC(=O)c1ccc(C(=S)NCC2(N(C)C)CCCCC2)cc1 | 8% | -1% | -25%
COc1ccc(C)cc1NC(=O)C1CCCN(S(=O)(=O)c2cccc3cccnc23)C1 (stereo not drawn) | nt | 13% | -8%
C=CCN(c1ccc(C(=O)NCCc2ccccc2)cc1)S(C)(=O)=O | 2% | -11% | 2%
O=C(c1ccc(F)cc1)N1CCC(n2nnc3ccccc32)CC1 | 3% | -3% | 5%
COc1cc(C(=O)n2nc(C)cc2C)cc(OC)c1OC | -2% | -1% | 18%
Cc1ccc(S(=O)(=O)N2C(=O)CCC2C(=O)O/N=C(\N)c2cccc([N+](=O)[O-])c2)cc1 (stereo not drawn) | 5% | 9% | 0%
COc1ccc2cc(C(=O)N/N=C/c3cc(OC)c(OC)c(OC)c3)[nH]c2c1 | nt | ? | -21%
C=CCN1C(=O)CN=C1Nc1ccc(OC)cc1OC | -5% | 1% | -17%
COCCN1Cc2cccc(C(=O)Nc3ccc4c(c3)OCCO4)c2C1=O | 5% | -22% | 9%
Oc1ccc(Cl)cc1C1=NNC(c2cc(Br)cc3c2OCOC3)C1 (stereo not drawn) | 10% | 1% | ?
Cc1cccc(-n2c(Cc3cc(=O)[nH]c(=O)[nH]3)nnc2SCC(=O)Nc2cccc(C(F)(F)F)c2)c1 | 8% | -2% | 6%
CCCC(=O)C1=C(O)C(C(=O)OC)C(C)(C)CC1=NC(C)(C)C (stereo not drawn) | 7% | 10% | 0%
COc1ccc(-n2c(=S)[nH]c3cc(C(=O)NCc4ccco4)ccc3c2=O)cc1OC | -2%&7% | -1%&11% | 2%&0%
O=[N+]([O-])c1ccc(COc2ncnc3ccccc23)cc1 | -3% | 4% | -16%
O=C(CCNC(=O)Cn1ccc2ccccc2c1=O)NCCN1CCN(c2cccc(Cl)c2)CC1 | 2% | -11% | 1%
CSc1nc2ccc(NC(=O)C3CC(=O)N(Cc4ccccc4)C3)cc2s1 (stereo not drawn) | 5% | -8% | 2%
O=C(NCCCn1ccnc1)c1ccncc1 | 0% | 3% | 14%
COc1ccc(/C=N/NS(=O)(=O)c2ccccc2)cc1OS(=O)(=O)c1ccccc1 | 7% | 1% | 8%
CCOC(=O)N1CCC(NC(=O)CSc2cc(=O)n(C)c3ccccc23)CC1 | 3% | -1% | 22%
COc1ccc(/C=N/NC(=O)CSCc2ccc([N+](=O)[O-])cc2)cc1OC | 3% | -4% | -5%
